GLP1R inv ag: inverse agonists of human GLP-1 receptor; P43220; HEK293 GLP-1R CRE-luciferase, luminescence, 24 h; GLP-1R form is constitutively active; Potency, µM (doses to about 38.3 µM), inactives show top-dose activity change, negative = inhibition, hits mostly inhibitors; 410,000 tested, 1.6% active; note: potency is the fitted concentration of half-maximal effect; % is set by controls: 0 for no effect and ±100 for the full control effect; nearly all actives have a fitted effect of over 55% in size
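Readout was luciferase luminescence, measured 12 min after detection reagent at room temperature. Beforehand, GLP-1R reporter HEK293 cells had sat 12 h, then received compounds for 24 hr at 37 deg C.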
pAkt inh: inhibitors of Akt phosphorylation | Neuro2A IGF-stimulated pAkt S473 HTRF, 20 min; hits give low values | activity change, % for hits at 50 µM | 360,000 tested, 0.32% active; in the data active = activity change below about -80%; inconclusive = mostly about -51% to -80%; note: % is set by controls: 0 for no effect and ±100 for the full control effect
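Single-point screen (50 µM final compound) in Neuro2A cells stimulated 20 min with 6 nM IGF at 37 deg C. After lysis, Ser473-phosphorylated Akt read by HTRF (ex 330 nm, em 615/665 nm) as the 665/615 ratio.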
PTHR1 ag: agonists of human PTHR1 parathyroid hormone receptor; AID 743266; HEK293 GP2 PTHR1 cells, GloSensor cAMP luminescence, 1 h; Q03431; 410,000 tested, 0.075% active; Potency, µM (titrated, usually from 115 µM), without a hit: at the highest dose activation, usual class: activators; note: potency is the fitted concentration of half-maximal effect; nearly all actives have a fitted effect of over 55% in size; some results filed as inactive show a strong effect at the top dose; inactives centre near -15; many of its hits are not listed in these tables
Target sequence (Q03431 whole entry, looked up): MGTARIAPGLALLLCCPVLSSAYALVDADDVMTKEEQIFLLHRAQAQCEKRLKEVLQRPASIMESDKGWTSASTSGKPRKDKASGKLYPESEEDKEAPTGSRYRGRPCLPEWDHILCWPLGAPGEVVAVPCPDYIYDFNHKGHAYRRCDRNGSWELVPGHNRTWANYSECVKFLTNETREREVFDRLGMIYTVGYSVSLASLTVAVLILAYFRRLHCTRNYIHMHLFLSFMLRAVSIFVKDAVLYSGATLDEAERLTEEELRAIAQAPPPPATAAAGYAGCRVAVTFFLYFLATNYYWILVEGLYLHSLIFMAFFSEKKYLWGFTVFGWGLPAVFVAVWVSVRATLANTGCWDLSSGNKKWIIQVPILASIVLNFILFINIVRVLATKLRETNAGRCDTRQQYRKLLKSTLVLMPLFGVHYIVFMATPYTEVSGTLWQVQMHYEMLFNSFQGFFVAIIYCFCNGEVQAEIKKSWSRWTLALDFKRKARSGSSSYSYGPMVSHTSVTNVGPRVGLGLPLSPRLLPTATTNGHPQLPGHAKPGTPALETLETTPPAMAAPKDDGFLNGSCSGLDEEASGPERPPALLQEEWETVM
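HEK-293-derived GP2 cells expressing PTHR1 and a GloSensor cAMP reporter, 3,000/well, plated overnight, given luciferin plus IBMX (each 0.5 mM as added) for 1 h at 37 °C, then compound for 1 h at 37 °C. Luminescence was read after 15 min at room temperature.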
FUS suppressor: FUS proteinopathy suppression in yeast; S. cerevisiae FUS-expressing, growth rescue, OD600, 24 h; Potency, µM (doses to about 76.6 µM), without a hit: at the highest dose growth rescue (activation), actives largely listed as activators; 390,000 tested, 0.24% active; AID 1347120;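 note: potency is the fitted concentration of half-maximal effect; plate controls were DMSO vehicle for no effect and reference control for full effect; nearly all actives have a fitted effect of over 55% in size; some results filed as inactive show a strong effect at the top dose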
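Yeast expressing FUS under galactose induction, OD 0.005 in 2% galactose medium; compounds in a dilution series, 24 h at 30C. Growth rescue by absorbance at 600 nm; CP55940 positive control, DMSO negative.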
DRD3 antagonist: D3 dopamine receptor (human) antagonism; P35462; 360,000 tested, 2.5% active; max response, negative = inhibition, %; AID 652054; D3R cells, DiscoveRx beta-arrestin luminescence, antagonist mode; hits give low values; in the data active = max response below about -50%; inconclusive = no clear call, values can overlap the other calls; note: % is set by controls: 0 for no effect and ±100 for the full control effect; mostly tested at two doses, the higher about 12 µM
Target sequence (P35462 whole entry, looked up): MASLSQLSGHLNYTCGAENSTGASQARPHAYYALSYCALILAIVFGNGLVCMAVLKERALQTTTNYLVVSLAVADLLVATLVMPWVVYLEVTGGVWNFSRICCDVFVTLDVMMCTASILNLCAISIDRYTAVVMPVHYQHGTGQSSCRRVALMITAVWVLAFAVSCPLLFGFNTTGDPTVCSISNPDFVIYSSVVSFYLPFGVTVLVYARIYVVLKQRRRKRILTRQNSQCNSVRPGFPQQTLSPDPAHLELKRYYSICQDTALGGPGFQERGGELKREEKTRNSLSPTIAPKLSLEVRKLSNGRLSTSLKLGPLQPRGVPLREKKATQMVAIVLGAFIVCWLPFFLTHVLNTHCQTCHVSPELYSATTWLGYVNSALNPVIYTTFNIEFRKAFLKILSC
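Cells expressing the human receptor were seeded at 1500 cells/well, incubated overnight at 37 degrees C in 5% CO2, then exposed to library compounds with dopamine controls for 90 minutes at 37 degrees C before luminescent detection.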
Abeta rescue: restores growth of yeast expressing A-beta42 peptide | yeast expressing A-beta42, growth rescue, OD600, 48 h; response scale: 0% DMSO, 100% iron-clioquinol control | Potency, µM (series often up to 46.1 µM), inactives show top-dose growth rescue, most hits filed as activators | 410,000 tested, 0.063% active | AID 1347071; note: potency is the fitted concentration of half-maximal effect; nearly all actives have a fitted effect of over 55% in size
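Yeast growth medium received pinned compounds, then yeast cells expressing toxic A-beta were added; plates incubated at 30 C for 48 hr. Growth read as absorbance at 600 nm, normalized to DMSO and equimolar FeCl3 plus clioquinol controls.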
GLP1R ag: agonists of human GLP-1 receptor | P43220 | HEK293 GLP-1R CRE-luciferase, luminescence, 4-6 h; cells express a hypersensitive GLP-1R form | Potency, µM (top dose mostly 45.6 µM), without a hit: at the highest dose activation, actives largely listed as activators | 380,000 tested, 0.007% active; note: potency is the fitted concentration of half-maximal effect; % of control where 0% means no effect
aSyn rescue: inhibitors of alpha-synuclein toxicity in yeast; Potency, µM (titrated, usually from 46.1 µM), for inactives: at the highest dose growth rescue (activation), actives largely listed as activators; Yeast expressing alpha-synuclein, growth rescue, BacTiter-Glo, 24 h; 370,000 tested, 0.14% active; note: potency is the fitted concentration of half-maximal effect; % of control where 0% means no effect; nearly all actives have a fitted effect of over 65% in size
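Rescue of yeast growth: cells expressing toxic alpha-synuclein, induced in galactose at OD600 0.02, incubated with compound 24 h at 30 C. ATP luminescence quantified growth; inhibitors of toxicity appear as activators.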
TDP-43 yeast inh: rescues yeast growth from TDP-43 toxicity; TDP-43 expressing yeast growth rescue, BacTiter-Glo, 24 h; Potency, µM (series often up to 46.1 µM), for the others: at the highest dose growth rescue (activation), actives largely listed as activators; 410,000 tested, 1.8% active; note: potency is the fitted concentration of half-maximal effect; % of control where 0% means no effect; nearly all actives have a fitted effect of over 50% in size
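Yeast expressing TDP-43 (pregrown in raffinose, seeded at OD600=0.02 in galactose medium) exposed to compounds 24 hr at 30 deg C. Growth read by BacTiter-Glo luminescence; rescue of toxicity appears as increased signal.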
* hit, by the source's call; i = inactive; ? = inconclusive; · = no result given; & = joins results of further samples; [ ] = remark or other dose. Unless noted, calls come from the whole dose curve; as a rule, active = well fitted curve in the direction sought with a large enough effect; inconclusive = small, poorly fitted or top-dose-only effect, or another doubt; inactive = no such curve, though single readings can be large; an effect the other way counts as inactive or inconclusive. An excerpt; rates above refer to the full screens.

SMILES	GLP1R inv ag	pAkt inh	PTHR1 ag	FUS suppressor	DRD3 antagonist	Abeta rescue	GLP1R ag	aSyn rescue	TDP-43 yeast inh
CC(C)(C)NC(=O)COc1ccc(CNCc2cccs2)cc1	0%	i	i	-3%	-10	9%	-1%	-1%	-10%
COc1ccc(-c2csc3ncnc(NCCCO)c23)cc1	-40%	i	-18%	-19%	28	-3%	-1%	18%	15%
O=C(CCC1CCCN(C(=O)c2ccc3c(c2)OCO3)C1)NCc1ccc(F)c(F)c1 (configuration not stated)	16%	i	-12%	18%	-9	-2%	-3%	-1%	0%
O=C(Nc1cc2c3c(c1)CC(=O)N3CCC2)c1cccc(F)c1	49%[activator]	i	i	28%	8	3%	-4%	4%	-21%
CC(C)(C)C(=O)NC(C(N)=O)=C(Cl)Cl	2%	i	-24%	14%	0	-8%	-6%	-1%	3%
CCOc1ccc(N=C2NC(=O)S/C2=C\c2ccc(Cl)cc2)cc1	6%	i	i	?	-2	10%	-3%	-2%	-20%
Cc1c(CCNC(=O)c2ccco2)sc2nc(-c3ccc(F)cc3)nn12	0%	·	-38%[inhibitor]	1%	·	-29%	·	·	?
COc1ccc(CN2CCNC(=O)C2CC(=O)N(C)Cc2ccon2)c(F)c1 (configuration not stated)	6%	i	-6%	·	-27	4%	-2%	-3%	0%
O=C(Nc1nn[nH]n1)c1cccc([N+](=O)[O-])c1	4%	i	i	-3%	7	-4%	-1%	4%	9%
COC(=O)c1nc(-n2nc(C)cc2C)ccc1Cl	0%	·	i	18%	-10	-1%	22%	6%	6%
CCOC(=O)CNC(=O)CSc1nc(C)cc(C)c1C#N	13%	i	-14%[57.5 µM]	3%	21	-3%	2%	-2%	-8%
CCC(=O)Nc1ccccc1C(=O)N1CCCC1	1%	i	i	6%	4	-16%	-5%	1%	-20%
O=C(NCCNC(=O)c1ccc([N+](=O)[O-])cc1)c1ccncc1	9%	i	-1%	15%	-20	-18%	9%	-6%	-14%
O=C(NC(=S)N1CCOCC1)c1ccccc1Cl	13%	i	-5%	-4%	10	11%	0%	-6%	-1%
CSc1ccc(OCC(=O)Nc2ccc(N3CCOCC3)c(Cl)c2)cc1	-16%	i	-23%	·	9	-2%	1%	-10%	19%
O=C(CN1C(=O)CSCC1=O)Nc1ccc2c(c1)OCO2	12%	i	-19%	-5%	8	-2%	1%	-1%	20%
CCOc1ccccc1C(=O)N(Cc1sccc1C)C1CCS(=O)(=O)C1 (configuration not stated)	4%&-1%	i	i	-9%	16	3%&9%	-5%	8%	10%
COCCCNC(=O)c1ccc2c(c1)nc1n2CCCCC1	-25%	·	?	-15%	·	-6%	·	·	-7%
CCCCn1c(N)c(N(CCOC)C(=O)CCCc2nc3ccccc3c(=O)[nH]2)c(=O)[nH]c1=O	-29%	i	-5%	21%	-5	-14%	-6%	0%	-24%
N#CCCN(Cc1cccnc1)C(=S)NC(=O)c1ccco1	19%	i	i	-10%	4	-16%	0%	2%	-18%
CCSc1n[nH]c(=O)[nH]c1=O	2%	i	i	10%	-6	-4%	2%	-6%	-13%
Cc1ccc(CNc2ccc(N3CCOCC3)c(C(=O)O)c2)s1	4%	i	i	5%	-8	11%	-9%	-1%	8%
Cc1nc2cc(-c3cccc(F)c3)nn2c(C)c1CCC(=O)NC(C)c1ccccc1 (configuration not stated)	-13%	·	-51%[inhibitor]	10%	·	-6%	0%	·	6%
CCCCN1C(=O)CC(N2CCOCC2)C1=O (configuration not stated)	16%	i	-9%[57.5 µM]	16%	14	7%	8%	1%	-11%
COc1ccc(CCNC(=O)C(NS(=O)(=O)c2cccc3nsnc23)C(C)C)cc1OC (configuration not stated)	11%	i	-17%	0%	-13	1%	9%	1%	-2%
O=C(Nc1c(F)cc(F)cc1Br)c1cc(S(=O)(=O)N2CCN(c3ccccn3)CC2)ccc1F	?	i	-61%[inhibitor]	6%	-8	5%	12%	9%	3%
Cc1cc(C(=O)Nc2ccc3ccccc3c2)c(C)o1	?	i	-32%[inhibitor]	-8%	-2	4%	7%	-2%	-4%
CS(=O)(=O)c1ccc(Cl)c(NC(=O)COC(=O)c2cccc(S(=O)(=O)N3CCCC3)c2)c1	-8%	i	-6%	26%	-4	2%	14%	-1%	-2%
Fc1ccc(CSc2nnc(-c3cccnc3)n2Cc2ccco2)cc1	?	i	?	14%	-7	8%	-1%	0%	26%
N/C(=N\OC(=O)CCN1C(=O)c2ccccc2C1=O)c1ccccn1	4%	i	i	-35%	17	-25%	1%	13%	8%

An excerpt of these results, with two lines to a compound:
Values run as follows: GLP1R inv ag | pAkt inh | PTHR1 ag | FUS suppressor | DRD3 antagonist | Abeta rescue | GLP1R ag | aSyn rescue | TDP-43 yeast inh
> CCOc1ccccc1C(=O)N(Cc1sccc1C)C1CCS(=O)(=O)C1 (configuration not stated)
    4%&-1% | i | i | -9% | 16 | 3%&9% | -5% | 8% | 10%
> COCCCNC(=O)c1ccc2c(c1)nc1n2CCCCC1
    -25% | · | ? | -15% | · | -6% | · | · | -7%
> CCCCn1c(N)c(N(CCOC)C(=O)CCCc2nc3ccccc3c(=O)[nH]2)c(=O)[nH]c1=O
    -29% | i | -5% | 21% | -5 | -14% | -6% | 0% | -24%
> N#CCCN(Cc1cccnc1)C(=S)NC(=O)c1ccco1
    19% | i | i | -10% | 4 | -16% | 0% | 2% | -18%

(list continues)
SMILES	GLP1R inv ag	pAkt inh	PTHR1 ag	FUS suppressor	DRD3 antagonist	Abeta rescue	GLP1R ag	aSyn rescue	TDP-43 yeast inh
O=C(CCCCCNc1nc(=S)[nH]c2ccccc12)NCCc1ccccc1	-17%	i	i	·	5	-2%	-1%	7%	-6%
Cc1noc(C)c1S(=O)(=O)N(C)C[C@H]1Oc2ccc(NC(=O)Cn3cnnn3)cc2C(=O)N([C@H](C)CO)C[C@@H]1C	13%	i	i	-7%	-3	9%	1%	-2%	1%
CCC1CCCCN1C(=O)c1cc(S(=O)(=O)N2CCOCC2)ccc1C (configuration not stated)	12%	i	-8%	3%	1	-7%	10%	-11%	-18%
Cc1ccc(C(=O)c2oc3ccccc3c2NC(=O)c2cc(-c3ccc(Cl)cc3)on2)cc1	11%	·	i	4%	·	-14%	·	·	-2%
CCN1CCN(CC(=O)Nc2cc(C)c(C)cc2[N+](=O)[O-])CC1	?	i	-7%	2%	-5	1%	9%	-2%	14%
COc1ccc(Cl)cc1NS(=O)(=O)c1ccc2c(c1)NC(=O)CC(=O)N2	2%	·	i	3%	·	-9%	·	·	6%
CCOc1ccc(C2/C(=C(/O)c3ccc4c(c3)CC(C)O4)C(=O)C(=O)N2CCCn2ccnc2)cc1 (configuration not stated)	13%	i	?	29%	-12	-13%	0%	-11%	-1%
CCCn1c(N)c(N(CCOC)C(=O)/C=C/c2ccc(C(=O)OC)cc2)c(=O)[nH]c1=O	10%	i	-16%	-19%	-8	-2%	-4%	-8%	20%
Cc1oc2cc3oc(=O)c(CC(=O)N[C@@H](C)C(=O)NC(Cc4ccc(Cl)cc4)C(=O)O)c(C)c3cc2c1C (some centres not stated)	3%	i	-28%	0%	42	-1%	-3%	?	18%
CCOC(=O)c1c(-c2ccccc2)oc2ccc(OCC(=O)NNC(=O)CCC(=O)O)cc12	14%	i	i	24%	4	-7%	-6%	1%	14%
CC(C)COC(=O)N1CCCCC1c1cc(C(=O)NCc2ccccc2)no1 (configuration not stated)	?	i	-60%[inhibitor]	37%	13	2%	3%	7%	19%
CCC(C)(C)n1nnnc1C(CC(C)C)N1CCC(C(N)=O)CC1 (configuration not stated)	15%	i	i	19%	-6	9%	0%	-8%	-12%
CCS(=O)(=O)c1nc(S(=O)(=O)c2ccc(C)cc2)c(NCCCOC)s1	9%	·	i	6%	·	-5%	·	·	4%
COc1cccc(CNC(=O)CNC(=S)N(Cc2ccccc2)Cc2ccccc2F)c1	?	i	-25%	29%	-22	1%	7%	15%	4%
OC(COc1ccc(Br)cc1)CN1CCOCC1 (configuration not stated)	-11%	i	0%[57.5 µM]	6%	-12	-11%	-9%	-6%	-8%
CCn1c(SCC(=O)N/N=C/c2ccc(C)s2)nc2ccccc21	?	i	-11%	-3%	1	18%	6%	-1%	12%
CCn1c(=O)c2cc(C(=O)N(C)c3cc(C)ccc3C)sc2c2ccccc21	11%	·	-15%	-8%	·	-16%	4%	·	-12%
Cc1ccc(C(=O)N2CC3(C)CN(C(=O)c4ccc(C)cc4)CC(C)(C2)C3=O)cc1	17%	i	i	-4%	1	11%	-4%	14%	11%
O=C1OC(N2C(=O)CC[C@H]2C(=O)Nc2cccc(F)c2)c2ccccc21 (some centres not stated)	-12%	i	24%	-18%	-10	-27%	-2%	?	-17%
COc1ccc(CN2CCCCC2C)c(C)c1C (configuration not stated)	0%	·	-5%[57.5 µM]	40%	?	11%	-17%	-9%	-9%
CC(=O)/C(C#N)=C1\NC(=O)C(Cc2ccc(F)cc2)S1 (configuration not stated)	?	i	-27%	10%	-7	-13%	0%	-1%	-29%
CCOC(=O)c1ccc(NC(=O)NCc2ccn(CC)n2)cc1	5%	i	i	12%	12	9%	-8%	-12%	-8%
O=C(CSc1ccc2nnc(-c3ccccn3)n2n1)Nc1nccs1	7%	i	i	0%	15	-17%	8%	-1%	12%
CC(C)N(C(=O)[C@H]1C[C@H](CC(=O)NCCCn2ccnc2)C(=O)N2CCc3c([nH]c4cc(CCC(=O)N(C)C)ccc34)[C@]12C)C(C)C	21%	i	i	-20%	20	17%	-2%	-1%	18%
CCC(Sc1ccc2nnc(-c3ccc(F)cc3)n2n1)C(=O)O (configuration not stated)	0%	i	-13%[57.5 µM]	12%	17	-14%	0%	-3%	-21%

Screening data deposited in PubChem BioAssay by National Center for Advancing Translational Sciences (NCATS).
